Bioassay records (PubChem)
PI5P4K alpha inh: qHTS for Inhibitors of phosphatidylinositol 5-phosphate 4-kinase (PI5P4K); Phosphatidylinositol 5-phosphate 4-kinase type-2 alpha (Homo sapiens), P48426; PI5P4Kalpha enzyme, ADP-Glo luminescence, 60 min; hits give low values; max response, %; hit rate 1.2% among 330,000; AID 652105, 2013; active = max response of -50% or lower; inconclusive = between -30% and -50%; inactive = -30% or higher; note: value at the top dose of about 77 µM; % is set by controls: 0 for no effect and ±100 for the full control effect
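Luminescence from ADP-Glo served as readout of PI5P4Kalpha activity in a qHTS format. Reaction: enzyme, substrate, compound, ATP at 5 microM final, 60 min at RT.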
EPAC1 antagonist: qHTS for Antagonist of cAMP-regulated guanine nucleotide exchange factor 3 (EPAC1): primary screen. Rap guanine nucleotide exchange factor 3 (Homo sapiens), O95398. EPAC1 GEF assay, Rap1b-BODIPY-GDP exchange fluorescence. Potency, µM (top dose mostly 115 µM), for inactives: top-dose activity change, negative = inhibition, hits mostly inhibitors. hit rate 0.14% among 360,000. AID 720709, 2013;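 note: potency is the fitted concentration of half-maximal effect; plate controls were vehicle for no effect and positive control for full effect; nearly all actives have a fitted effect of over 50% in size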
IL2 activator: qHTS of IL-2 Activators. IL-2 activation reporter assay, cell-based qHTS; stimulated with anti-CD3/CD4/CD28 beads; in transgenic mouse T cells. hit rate 0.065% among 360,000. AID 652025, 2013. activation, % (series mostly up to about 46 µM); in the data active = activation above about 50%; inconclusive = mostly about 30% to 49%; note: 0% is about no effect
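Unstimulated transgenic mouse T cells, 750 per well, received compound and, after 60 minutes, anti-CD3/anti-CD4 bead plus anti-CD28 stimulation. EGFP and DsRed were quantified after 18 hours.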
GLP1R inv ag: qHTS of GLP-1 Receptor Inverse Agonists (Inhibition Mode); AID 624417, 2012; hit rate 1.6% among 410,000; Potency, µM (highest dose often 38.3 µM), for the others: at the top dose activity change, negative = inhibition, usual class: inhibitors; Glucagon-like peptide 1 receptor (Homo sapiens), P43220; HEK293 GLP-1R CRE-luciferase, luminescence, 24 h; GLP-1R form is constitutively active; note: potency is the fitted concentration of half-maximal effect; % is set by controls: 0 for no effect and ±100 for the full control effect; nearly all actives have a fitted effect of over 55% in size
Target sequence (P43220 whole entry, looked up): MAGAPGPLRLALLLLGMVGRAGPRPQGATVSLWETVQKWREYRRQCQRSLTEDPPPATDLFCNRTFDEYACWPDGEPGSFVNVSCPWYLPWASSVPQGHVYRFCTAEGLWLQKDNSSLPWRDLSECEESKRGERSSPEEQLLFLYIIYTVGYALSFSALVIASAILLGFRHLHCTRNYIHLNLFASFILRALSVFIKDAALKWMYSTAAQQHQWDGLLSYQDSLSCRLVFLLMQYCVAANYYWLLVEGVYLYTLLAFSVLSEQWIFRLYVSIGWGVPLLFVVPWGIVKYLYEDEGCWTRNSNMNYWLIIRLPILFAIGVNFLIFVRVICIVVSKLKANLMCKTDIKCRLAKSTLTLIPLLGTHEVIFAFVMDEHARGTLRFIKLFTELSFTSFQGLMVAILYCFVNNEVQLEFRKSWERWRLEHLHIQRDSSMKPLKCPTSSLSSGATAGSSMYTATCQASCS
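Using stably transfected HEK293 (constitutively active GLP-1R, cAMP-luciferase reporter), compounds were incubated 24 hr and luciferase measured by luminescence.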
GLP1R ag: qHTS of GLP-1 Receptor Agonists; Potency, µM (series often up to 45.6 µM), for inactives: at the top dose activation, actives largely listed as activators; HEK293 GLP-1R CRE-luciferase, luminescence, 4-6 h; cells express a hypersensitive GLP-1R form; Glucagon-like peptide 1 receptor (Homo sapiens), P43220; hit rate 0.007% among 380,000; note: potency is the fitted concentration of half-maximal effect; % of control where 0% means no effect
EPAC1 ag: qHTS for Agonist of cAMP-regulated guanine nucleotide exchange factor 3 (EPAC1): primary screen; EPAC1 agonist qHTS, biochemical assay; response scale: 100% = response to 6.5 mM cAMP; hit rate 0.073% among 360,000; Potency, µM (top dose mostly 154 µM), without a hit: at the top dose activation, most hits filed as activators; AID 720707, 2013; Rap guanine nucleotide exchange factor 3 (Homo sapiens), O95398; note: potency is the fitted concentration of half-maximal effect; nearly all actives have a fitted effect of over 60% in size
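Compounds were pinned as a concentration titration into mixtures of EPAC1 (100 nM), BODIPY-GDP-loaded Rap1B (250 nM) and GDP (50 uM). After 5 min at room temperature, fluorescence was followed for 30 min; activity was scaled to 6.5 mM cAMP.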
PTHR1 agonist: qHTS for PTHR1 Agonists: Primary Screen | Parathyroid hormone/parathyroid hormone-related peptide receptor (Homo sapiens), Q03431 | HEK293 GP2 PTHR1 cells, GloSensor cAMP luminescence, 1 h | Potency, µM (series often up to 115 µM), for inactives: at the highest dose activation, actives largely listed as activators | hit rate 0.075% among 410,000 | AID 743266, 2014; note: potency is the fitted concentration of half-maximal effect; nearly all actives have a fitted effect of over 55% in size; some results filed as inactive show a strong effect at the top dose; inactives centre near -15; many of its hits are not listed in these tables
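HEK-293-derived GP2 cells expressing PTHR1 and a GloSensor cAMP reporter, 3,000/well, plated overnight, given luciferin plus IBMX (each 0.5 mM as added) for 1 h at 37 °C, then compound for 1 h at 37 °C. Luminescence was read after 15 min at room temperature.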
PLK1 PBD block: qHTS for Inhibitors of PLK1-PDB (polo-like kinase 1 - polo-box domain): Primary Screen | Serine/threonine-protein kinase PLK1 (Homo sapiens), P53350 | Plk1 PBD binding of FITC phosphopeptide, fluorescence polarization | Potency, µM, for the others: max response, negative = inhibition, actives largely listed as inhibitors | hit rate 2.8% among 360,000 | AID 720504, 2013; note: potency is the fitted concentration of half-maximal effect; series mostly up to about 57 µM; % is set by controls: 0 for no effect and ±100 for the full control effect; nearly all actives have a fitted effect of over 65% in size
Target sequence (P53350 whole entry, looked up, the tested form may be a part): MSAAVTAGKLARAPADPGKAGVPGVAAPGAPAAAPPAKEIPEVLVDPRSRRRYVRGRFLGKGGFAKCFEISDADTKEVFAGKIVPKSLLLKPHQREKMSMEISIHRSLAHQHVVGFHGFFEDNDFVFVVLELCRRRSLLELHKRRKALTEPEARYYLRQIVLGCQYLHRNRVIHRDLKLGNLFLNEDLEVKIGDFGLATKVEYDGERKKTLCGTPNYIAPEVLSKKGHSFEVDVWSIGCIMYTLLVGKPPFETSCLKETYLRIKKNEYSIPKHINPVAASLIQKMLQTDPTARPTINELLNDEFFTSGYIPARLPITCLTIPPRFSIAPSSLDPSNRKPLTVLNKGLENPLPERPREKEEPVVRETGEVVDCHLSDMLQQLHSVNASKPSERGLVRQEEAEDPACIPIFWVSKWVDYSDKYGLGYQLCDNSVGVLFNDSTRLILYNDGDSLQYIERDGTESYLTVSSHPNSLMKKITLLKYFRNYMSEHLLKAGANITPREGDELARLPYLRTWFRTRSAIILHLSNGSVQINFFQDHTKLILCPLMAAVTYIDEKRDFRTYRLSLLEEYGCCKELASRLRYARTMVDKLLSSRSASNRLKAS
HEK293 tox: qHTS of GLP-1 Receptor Inverse Agonists: Cytotox Screen. HEK293 cAMP-luciferase reporter cells, luminescence, 24 h. Potency, µM (highest dose often 38.3 µM), without a hit: at the highest dose activity change, negative = inhibition, hits mostly inhibitors. hit rate 0.13% among 410,000;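 note: loss of luciferase light is scored as toxicity; potency is the fitted concentration of half-maximal effect; % is set by controls: 0 for no effect and ±100 for the full control effect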
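Cells in DMEM/10% Nu serum/1% pen-strep, 1536-well format. Pre-incubated 12 h, dosed with 23 nL compound, incubated a further 24 h. Luciferase detection, 12 min at room temp, luminescence.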
The depositor's hits bear a star; i = inactive; u = inconclusive; x = not tested or not shown; [ ] = dose if it differs, or a comment. Unless noted, calls come from the whole dose curve; as a rule, active = well fitted curve in the direction sought with a large enough effect; inconclusive = small, poorly fitted or top-dose-only effect, or another doubt; inactive = no such curve, though single readings can be large; an effect the other way counts as inactive or inconclusive. Only part of the results is shown; the hit share may differ from the screen's.

SMILES	PI5P4K alpha inh	EPAC1 antagonist	IL2 activator	GLP1R inv ag	GLP1R ag	EPAC1 ag	PTHR1 agonist	PLK1 PBD block	HEK293 tox
CCOC(=O)c1cc(OC(=O)c2cccc(C)c2)n(-c2ccccc2)n1	x	x	x	3%	-8%	x	-1%	x	5%
Cc1ccc2c(COC(=O)C3CC(=O)N(c4ccc5c(c4)OCCO5)C3)cc(=O)oc2c1 (stereo not drawn)	-4	4%	0.1	12%	1%	5%	-18%	5%	16%
CCCn1c(SCC(=O)c2ccc3c(c2)OCCO3)nnc1-c1ccco1	-11	8%	0.2	-19%	-1%	-3%	-33%	-27%	3%
CCOC(=O)C1CCN(Cc2ccccc2C(F)(F)F)CC1	x	-3%	-1.4	7%	8%	4%	i	1%	4%
CCC(C)NC(=O)CSc1nnc(-c2c[nH]c3ccccc23)o1 (stereo not drawn)	9	-12%	0.4	7%	0%	-1%	-15%	-6%	19%
C#CCNc1nc(CC)nc2c1nnn2Cc1ccccc1F	7	2%	-3.1	19%	19%	-4%	-8%[57.5 µM]	-3%	-6%
COC(=O)COc1cc2ccccc2cc1C(=O)Nc1ccccc1	3	4%	-1.1	10%	-7%	0%	-22%	0%	-17%
Nc1cccc2cccc([N+](=O)[O-])c12	2	-26%	-0.6	26%	0%	-7%	u	-8%	-6%
C=CCNC(=O)c1cnc(-c2ccccc2)nc1-c1ccccc1	0	11%	3.7	-9%	1%	-6%	-28%	4%	2%
CCOC(=O)c1ccc(NC(=O)C2(c3ccc(OC)cc3)CCOCC2)cc1	1	-4%	-0.2	u	1%	6%	-16%[57.5 µM]	-7%	-23%
CC1(C)CC[C@]2(C(=O)O)CC[C@]3(C)C(=CCC4[C@@]5(C)CC[C@H](O)C(C)(C)C5[C@H](O)C[C@]43C)[C@@H]2C1 (stereo partly drawn)	-26	u	0.6	u	10%	-42%[inhibitor]	-83%[inhibitor]	-26%	-12%
COc1ccccc1/C=N/NC(=O)CC(=O)NCCc1ccccc1	-2	-14%	-0.7	-4%	7%	5%	i	-7%	-5%
O=C(O)C1(c2ccccc2)CCC(Nc2ccccc2)C1 (stereo not drawn)	-3	1%	-1.7	1%	-12%	-1%	-13%	-5%	5%
O=C(Oc1ccc(Br)cc1)c1cncc(Br)c1	x	9%	-1.3	4%	-15%	15%	i	-7%	10%
Cc1ccc(CNC(=O)CCC(=O)N2CC(C)Oc3ccc(Cl)cc32)cc1 (stereo not drawn)	4	-29%	-3.1	u	8%	-6%	-2%	-7%	-10%
NC(=O)N/N=C/c1sc(=O)n(-c2ccccc2)c1Cl	-15	-7%	1.1	43%[activator]	7%	-3%	-24%	10%	11%
O=[N+]([O-])c1ccc(Cl)c(CN2CCN(c3ncc(Cc4ccccc4)cn3)CC2)c1	-2	0%	0.3	u	x	-1%	i	-5%	3%
COC(=O)C1=CO[C@@H](C)[C@H]2CN3CCc4c([nH]c5ccccc45)[C@@H]3C[C@H]12	3	-9%	1.6	u	-13%	-2%	-4%	-3%	0%
COc1cccc(C(=O)NC2CCN(CC(=O)Nc3nccs3)CC2)c1	-4	1%	-3.2	7%	-6%	5%	-11%[57.5 µM]	24µM*	1%
Cc1ccc(OCC(=O)Nc2nnc(-c3ccco3)s2)cc1	0	6%	-3.9	8%	0%	-1%	-12%	-10%	2%
O=C(NCCc1nnc2ccc(SCC(=O)N3CCCC3)nn12)c1ccccc1	1	-1%	-3.5	11%	-3%	-6%	i	-2%	2%
O=C(N/N=C/c1ccncc1)NC12CC3CC(CC(C3)C1)C2	-3	-22%	-0.2	-11%	21%	6%	-19%	-2%	-20%
CCCNC(=O)C1(C)CCCN(C(=O)/C=C/c2ccccc2)C1 (stereo not drawn)	4	2%	1.3	1%	1%	-3%	-3%	-8%	-6%
COC(=O)c1cn(C(=O)OC)c2ccccc12	-3	-11%	-0.2	11%	-6%	-1%	-19%[57.5 µM]	-7%	0%

Of the compounds above, these contain fluorine:
SMILES	PI5P4K alpha inh	EPAC1 antagonist	IL2 activator	GLP1R inv ag	GLP1R ag	EPAC1 ag	PTHR1 agonist	PLK1 PBD block	HEK293 tox
CCOC(=O)C1CCN(Cc2ccccc2C(F)(F)F)CC1	x	-3%	-1.4	7%	8%	4%	i	1%	4%
C#CCNc1nc(CC)nc2c1nnn2Cc1ccccc1F	7	2%	-3.1	19%	19%	-4%	-8%[57.5 µM]	-3%	-6%

(further entries)
SMILES	PI5P4K alpha inh	EPAC1 antagonist	IL2 activator	GLP1R inv ag	GLP1R ag	EPAC1 ag	PTHR1 agonist	PLK1 PBD block	HEK293 tox
O=C(CN(Cc1ccccc1)S(=O)(=O)c1ccccc1)N/N=C/c1ccc([N+](=O)[O-])cc1	0	-3%	-3.4	u	9%	1%	-27%	-4%	-30%
COc1cccc(N=c2oc3cc(O)ccc3cc2C(=O)NCC2CCCO2)c1 (stereo not drawn)	u	0%	-3.2	156%[activator]	u	-6%	-26%	-6%	435%[activator]
CC#CCN1c2ccccc2[C@]23C[C@@H](C(=O)OC)N(C(=O)NC(C)(C)C)C2=NC(C(=O)OC)=C(C(=O)OC)[C@H]13	3	4%	1.5	-3%	4%	-12%	-20%	1%	2%
c1cncc(C(c2nnnn2C2CCCCC2)N2CCN3CCCC3C2)c1 (stereo not drawn)	1	13%	-2.3	1%	6%	-3%	-22%	-9%	-7%
CCC[C@@H](CN1CCC[C@H]1CN1C(N)=NC[C@H]1CC(C)C)N1C[C@@H]([C@H](C)CC)N(CCc2ccc(Cl)c(Cl)c2)C1=N	-25	-22%	-0.3	-13%	1%	1%	-9%	-10%	0%
COc1ccc(CNS(=O)(=O)c2ccc3c(c2)N(C)CCO3)cc1	-6	-5%	-0.9	u	11%	2%	-24%	-15%	-20%
CC(C)[C@H](NC(=O)NCc1ccco1)C(=O)O	0	5%	0.0	-12%	-18%	1%	-2%[57.5 µM]	2%	5%
Cc1ccc(OCC(=O)N/N=C/c2cccnc2)cc1C	-2	-8%	-2.2	5%	9%	-2%	i	2%	0%
O=c1c2sc3ccccc3c2n(Cc2ccccc2)c(=O)n1CCc1ccccc1	x	x	x	5%	0%	x	-34%[inhibitor]	x	-8%
CCC(=O)Nc1nc2ccccc2n1Cc1ccc(Cl)cc1	1	-22%	-0.7	u	20%	-16%	i	-11%	u
O=c1[nH]cc(S(=O)(=O)N2CCN(c3cccc(Cl)c3)CC2)c(=O)[nH]1	-4	-2%	0.8	15%	-9%	-5%	i	-15%	15%
O=S(=O)(Nc1ccccc1N1CCCCC1)c1ccc(Cl)s1	-55*	-1%	-0.7	10µM*	-6%	23%	-3%[57.5 µM]	3µM*	0%
Cc1cccc(N2CCN(C(=O)c3cnn4c(C(F)F)cc(-c5ccccc5)nc34)CC2)c1C	1	1%	-3.3	10%	-2%	12%	-20%	-4%	8%
COc1ccc2[nH]c(C(=O)N3CCN(Cc4ccccc4)CC3)cc2c1OC	-3	-11%	-0.5	-4%	18%	11%	-29%	-13%	-3%
COC(=O)c1sc(-c2ccccc2)cc1NC(=O)c1ccccc1	9	-4%	0.8	1%	-12%	0%	i	-5%	-5%
CCCC(=O)Nc1ccc(NC(=O)c2ccccc2Cl)nc1	0	13%	-2.3	-4%	0%	2%	-5%[57.5 µM]	-21%	-22%
Nc1nc2nonc2nc1N	-4	2%	0.5	-3%	0%	5%	-12%	-17%	-21%
COc1ncccc1C(=O)N1CCCC(C(=O)c2cccc(OC(C)C)c2)C1 (stereo not drawn)	2	-18%	0.3	-5%[7.66 µM]	0%	-16%	-3%	-2%	-2%[7.66 µM]
Cc1nc(N(C)C)ncc1C(=O)O	-3	16%	0.3	-1%	-12%	-3%	i	-6%	-11%
Cc1cc(C(=O)NCC(c2ccco2)N(C)C)no1 (stereo not drawn)	-2	5%	-1.3	-3%	-9%	-8%	i	-1%	-8%
Cc1ccc(S(=O)(=O)N2c3ccccc3NC(=O)C2CC(=O)Nc2ccccc2)cc1 (stereo not drawn)	-4	-8%	-1.8	3%	1%	1%	-3%	-6%	5%
COc1ccc(C(=O)C2CCCN(Cc3cnc(N4CCCC4)s3)C2)cc1OC (stereo not drawn)	0	4%	-2.4	-36%	13%	9%	-16%	-1%	0%
C[C@@H](c1ccccc1)N1C[C@@H](COCc2ccccc2)Oc2cc(N3CCC[C@H]3CO)ccc2S1(=O)=O	-3	-7%	-0.5	u	0%	5%	i	4%	-4%
O=C(COC(=O)CSc1cc(Cl)ccc1Cl)NCc1ccc2c(c1)OCO2	-3	-4%	-1.5	10%	-4%	7%	i	27µM*	-8%
CCCc1noc(-c2ccc(-c3ccccc3)cc2)n1	18	-8%	-0.2	2%	-12%	-1%	-17%[57.5 µM]	0%	-8%
CCc1nnc(NC(=O)c2cc3c(s2)CCCCC3)s1	-6	-5%	0.5	10%	1%	9%	i	-3%	5%
O=C(Sc1ccc(Cl)cc1)c1cccc(Cn2cc(C(F)(F)F)ccc2=O)c1	7	-27%	-0.4	-1%	-3%	-8%	-37%[inhibitor]	u	-9%
CCc1nnc(NC(=O)CCC(=O)NC2CCCC2)s1	-3	3%	-0.1	10%	1%	-4%	i	6%	2%
O=C(COc1ccccc1)NCc1ccco1	1	7%	-0.3	10%	7%	5%	i	-6%	5%
CC(C)c1nc(SCC(=O)Nc2ccc([N+](=O)[O-])cc2Br)n[nH]1	3	0%	-3.4	18%	13%	4%	-25%	-4%	-1%
